# Screening data: PubChem, Broad Institute
# IDH1 mut inh: inhibitors of IDH1 R132H reductase, primary screen, biochemical, plate reader, single point; Isocitrate dehydrogenase [NADP] cytoplasmic (Homo sapiens), O75874; inhibition, % at 10 µM; diaphorase/resazurin fluorescence, 60 min; actives 0.18% (n = 70,000); AID 624101, 2012; in the data active means inhibition above about 34%;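 further: 0% = DMSO and 100% = no enzyme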
# Target sequence (O75874 whole entry R132H): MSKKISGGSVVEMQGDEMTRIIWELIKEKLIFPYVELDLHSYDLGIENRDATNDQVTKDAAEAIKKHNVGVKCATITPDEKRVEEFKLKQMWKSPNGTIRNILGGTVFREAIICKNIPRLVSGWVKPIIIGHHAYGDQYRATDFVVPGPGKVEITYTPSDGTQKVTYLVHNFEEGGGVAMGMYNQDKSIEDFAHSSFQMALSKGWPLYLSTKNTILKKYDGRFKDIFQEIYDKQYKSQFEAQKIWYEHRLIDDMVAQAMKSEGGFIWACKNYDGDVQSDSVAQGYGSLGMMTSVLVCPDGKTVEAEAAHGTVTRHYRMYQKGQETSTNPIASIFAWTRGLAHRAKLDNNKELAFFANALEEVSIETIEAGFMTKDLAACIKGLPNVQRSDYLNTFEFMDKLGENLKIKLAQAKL
# EZH2 inh: EZH2/PRC2 methyltransferase inhibitors, primary screen, biochemical, DELFIA time-resolved fluorescence, single point. AID 651548, 2012. actives 0.35% (n = 57,000). inhibition, % at 12.5 µM. PRC2 H3K27 methylation, DELFIA TRF, 1 h. Histone-lysine N-methyltransferase EZH2 (Homo sapiens), Q15910;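 active means mean inhibition of replicates at least 50% and every single replicate also reaching 50%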;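 further: dimethyl H3K27 on biotinylated H3 21-44 peptide detected by antibody; plate controls were median neutral control wells for no effect and median positive control wells for full effect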
# * hit, by the source's call; / = no result given. The list is partial, so the mix of outcomes need not match the whole.
# The line under a structure holds: IDH1 mut inh | EZH2 inh
CCS(=O)(=O)Nc1ccc2c(c1)C(=O)N(C)C[C@@H](OC)[C@@H](C)CN(C(=O)NC(C)C)[C@@H](C)CO2
  -0.1 | 9.0
C[C@@H]1CN([C@@H](C)CO)C(=O)c2cc(/C=C/c3ccccc3)cnc2O[C@H]1CN(C)C(=O)c1cccc(F)c1
  -4.2 | -10.0
COc1ccc(NC(=O)Nc2ccc3c(c2)CC(=O)N([C@@H](C)CO)C[C@H](C)[C@H](CN(C)S(=O)(=O)c2ccc(C)cc2)O3)cc1
  -2.0 | /
C[C@H]1CN([C@@H](C)CO)C(=O)CCCn2cc(nn2)CO[C@@H]1CN(C)S(=O)(=O)c1cccc(C#N)c1
  -0.5 | /
O=C1CC(Sc2nnc(-c3ccccc3O)o2)C(=O)N1c1ccccc1 (stereo not drawn)
  1.8 | 14.1
COc1ccc(NC(=O)N(C)C[C@@H]2Oc3ncc(-c4cc5ccccc5o4)cc3C(=O)N([C@H](C)CO)C[C@@H]2C)cc1
  0.0 | -21.8
CCCN1C[C@@H](C)[C@H](OC)CN(C)C(=O)c2cc(NC(=O)Nc3c(C)noc3C)ccc2OC[C@@H]1C
  -0.1 | -0.9
CO[C@@H]1CN(C)C(=O)c2cc(NC(=O)Nc3cccc(Cl)c3)ccc2OC[C@@H](C)NC[C@H]1C
  0.3 | -5.9
C[C@@H]1CN([C@H](C)CO)C(=O)Cc2cc(NC(=O)Nc3ccc(F)cc3)ccc2O[C@@H]1CN(C)CC1CCCCC1
  -11.3 | -11.7
CCCC#Cc1cnc2c(c1)C(=O)N([C@H](C)CO)C[C@H](C)[C@@H](CN(C)Cc1ccc3c(c1)OCO3)O2
  -0.2 | 0.7
C[C@H]1CN([C@@H](C)CO)C(=O)c2cc(-c3cccc(C#N)c3)cnc2O[C@H]1CN(C)C
  -1.4 | 2.5
Cc1ccc(S(=O)(=O)N(C)C[C@@H]2OCc3cn(nn3)CCCC(=O)N([C@@H](C)CO)C[C@H]2C)cc1
  -0.7 | 1.1
CNC[C@H]1Oc2ccc(NS(=O)(=O)c3ccc(C)cc3)cc2C(=O)N([C@H](C)CO)C[C@H]1C
  0.4 | /
COc1ccccc1-c1ccc2c(c1)O[C@H](CN(C)C(C)=O)[C@H](C)CN([C@@H](C)CO)S2(=O)=O
  1.8 | /
C[C@@H]1CN([C@@H](C)CO)C(=O)c2cc(N(C)C)ccc2O[C@H]1CN(C)C(=O)NC1CCCCC1
  0.2 | 5.5
O=C(C[C@@H]1CC[C@H](NC(=O)Nc2ccccc2F)[C@H](CO)O1)NCc1ccccc1
  -0.2 | 8.1
COCCNC(=O)C[C@H]1C[C@H]2c3cc(NC(=O)Nc4ccc(OC)cc4)ccc3O[C@H]2[C@H](CO)O1
  2.6 | 1.9
CO[C@H](CN(C)C(=O)c1ccccc1F)[C@H](C)CN([C@H](C)CO)S(=O)(=O)c1ccc(F)cc1
  0.2 | -13.5
O=C(C[C@H]1C=C[C@@H](NC(=O)c2cccc(F)c2)[C@@H](CO)O1)Nc1nccs1
  0.0 | -5.8
C[C@@H]1CN([C@H](C)CO)C(=O)c2cccc(NC(=O)NC3CCCCC3)c2O[C@H]1CN(C)Cc1ccccc1
  1.0 | -12.2
COc1ccc(S(=O)(=O)N[C@H]2C=C[C@@H](CC(=O)N3CCc4ccccc4C3)O[C@H]2CO)cc1
  0.0 | -6.9
C[C@@H]1CN([C@H](C)CO)C(=O)c2cc(NC(=O)Nc3ccc4c(c3)OCO4)ccc2O[C@@H]1CN(C)S(=O)(=O)c1ccc(Cl)cc1
  4.0 | /
O=C(COc1ccc(I)cc1)Nc1cc(C(=O)O)cc(C(=O)O)c1
  0.4 | 18.7
COc1ccc(CN(C)C[C@@H]2Oc3c(NC(=O)Nc4ccc(C(F)(F)F)cc4)cccc3C(=O)N([C@@H](C)CO)C[C@H]2C)cc1
  -2.6 | -11.7
COc1ccc(S(=O)(=O)N(C)C[C@@H]2OCCCC[C@H](C)Oc3ccc(NS(C)(=O)=O)cc3C(=O)N([C@H](C)CO)C[C@@H]2C)cc1
  -2.7 | /
CCC(=O)Nc1ccc2c(c1)OC[C@@H](C)N(Cc1ccccc1)C[C@@H](C)[C@H](OC)CN(C)C2=O
  0.2 | -9.8
CCCC(=O)Nc1ccc2c(c1)C(=O)N(C)C[C@H](OC)[C@@H](C)CN(Cc1ccccc1)[C@H](C)CO2
  0.0 | -4.5
Cc1ccc(-c2ccc3c(c2)O[C@@H](CN(C)Cc2cccnc2)[C@H](C)CN([C@H](C)CO)S3(=O)=O)cc1
  9.0 | 22.2
O=C(CCN1CCCCC1)N[C@@H]1CC[C@H](CC(=O)N2CCC(Cc3ccccc3)CC2)O[C@@H]1CO
  0.1 | -1.9
Cc1ccccc1NC(=O)CN(c1ccc(Cl)c(Cl)c1)S(C)(=O)=O
  -0.2 | 2.7

# 4 of the compounds above, field by field:
COCCNC(=O)C[C@H]1C[C@H]2c3cc(NC(=O)Nc4ccc(OC)cc4)ccc3O[C@H]2[C@H](CO)O1
- IDH1 mut inh: 2.6
- EZH2 inh: 1.9

CO[C@H](CN(C)C(=O)c1ccccc1F)[C@H](C)CN([C@H](C)CO)S(=O)(=O)c1ccc(F)cc1
- IDH1 mut inh: 0.2
- EZH2 inh: -13.5

O=C(C[C@H]1C=C[C@@H](NC(=O)c2cccc(F)c2)[C@@H](CO)O1)Nc1nccs1
- IDH1 mut inh: 0.0
- EZH2 inh: -5.8

C[C@@H]1CN([C@H](C)CO)C(=O)c2cccc(NC(=O)NC3CCCCC3)c2O[C@H]1CN(C)Cc1ccccc1
- IDH1 mut inh: 1.0
- EZH2 inh: -12.2

# Next entries follow.
# The line under a structure holds: IDH1 mut inh | EZH2 inh
COc1cccc(S(=O)(=O)N(C)C[C@H]2Oc3cc(C#CCN(C)C)ccc3S(=O)(=O)N([C@@H](C)CO)C[C@H]2C)c1
  -2.1 | /
Cc1ccc(CCC(=O)Nc2cc(C(F)(F)F)ccc2Cl)o1
  -0.9 | -2.1
COc1ccc(S(=O)(=O)N(C)C[C@@H]2Oc3c(NC(=O)C4CCOCC4)cccc3C(=O)N([C@@H](C)CO)C[C@@H]2C)cc1
  1.8 | /
CO[C@H](CN(C)S(=O)(=O)c1ccccc1)[C@@H](C)CN(Cc1ccccc1Cl)[C@@H](C)CO
  0.0 | 2.3
C[C@@H]1CN([C@@H](C)CO)C(=O)Cc2cc(NC(=O)CCC(F)(F)F)ccc2O[C@H]1CN(C)C(=O)NC1CCCCC1
  0.2 | 9.6
CC(=O)C1=C(C)N(Cc2ccco2)C(=O)C1(NC(=O)C1CCCCC1)C(F)(F)F (stereo not drawn)
  -0.1 | 1.1
Cn1c(SCC(=O)Nc2ccccc2F)nnc1-c1ccc(Br)cc1
  -0.6 | 15.2
C[C@@H]1CN([C@H](C)CO)S(=O)(=O)c2ccc(C3=CCCC3)cc2O[C@H]1CN(C)C(=O)c1ccc(F)cc1
  / | -12.4
COc1ccc(-c2cn(CC[C@@H]3CC[C@@H](NC(=O)CCN4CCCCC4)[C@@H](CO)O3)nn2)cc1
  -0.3 | -15.8
Cc1noc(C)c1S(=O)(=O)N(C)C[C@@H]1Oc2c(NC(=O)C3CCCCC3)cccc2C(=O)N([C@@H](C)CO)C[C@@H]1C
  -2.2 | /
Cc1ccc(S(=O)(=O)Nc2ccc3c(c2)C(=O)N([C@@H](C)CO)C[C@@H](C)[C@H](CN(C)Cc2ccccc2)O3)cc1
  / | -4.8
O=C(c1cccc(CN2CCN(c3nc(-c4ccccc4)ns3)CC2)c1)N1CCC(O)CC1
  -1.9 | 4.4
Cc1ccc(S(=O)(=O)N(C)C[C@H]2OCCCC[C@H](C)Oc3ccc(NS(=O)(=O)c4ccc(Cl)cc4)cc3C(=O)N([C@@H](C)CO)C[C@@H]2C)cc1
  1.5 | /
CCc1ccc(-c2nc3cc(NC(=O)COc4ccc([N+](=O)[O-])cc4)ccc3o2)cc1
  -0.6 | 6.0
CO[C@H]1CN(C)C(=O)c2ccc(NC(=O)C3CCCC3)cc2OC[C@H](C)N(C(C)=O)C[C@H]1C
  0.5 | 3.2

# (cont.)
Compound	IDH1 mut inh	EZH2 inh
COc1ccccc1-c1ccc2c(c1)O[C@H](CN(C)C(=O)Nc1ccccc1)[C@H](C)CN([C@H](C)CO)S2(=O)=O	-1.1	/
CCNC(=O)C[C@H]1CC[C@H](NC(=O)C2CC2)[C@@H](CO)O1	-0.4	22.1
C[C@@H]1CCCCO[C@H](CN(C)CC2CC2)[C@H](C)CN([C@@H](C)CO)C(=O)c2cc(NC(=O)c3ccncc3)ccc2O1	0.7	-7.0
C[C@H](CO)N1C[C@H](C)[C@@H](CN(C)Cc2ccccc2)Oc2ncc(-c3ccccc3F)cc2C1=O	-0.8	3.3
Cc1noc(C)c1NC(=O)N(C)C[C@@H]1Oc2ccc(NS(=O)(=O)c3cn(C)cn3)cc2CC(=O)N([C@@H](C)CO)C[C@@H]1C	-0.3	/
Cc1cc(C(=O)Nc2cccc3c2O[C@@H](CN(C)Cc2ccc(-c4ccccc4)cc2)[C@H](C)CN([C@@H](C)CO)C3=O)n(C)n1	/	-2.6
CCOC(=O)Nc1cccc(NC(=O)CC2c3ccccc3Oc3ccccc32)c1	0.3	9.6
COC(=O)c1sccc1NC(=S)N(C)CCC#N	-0.5	-2.9
Cc1ccc(S(=O)(=O)N[C@H]2C=C[C@H](CC(=O)N3CCN(c4ccccc4)CC3)O[C@@H]2CO)cc1	-0.3	-1.3
C[C@@H]1CCCCO[C@@H](CN(C)Cc2ccncc2)[C@@H](C)CN([C@@H](C)CO)C(=O)c2cc(NC(=O)Nc3ccc(F)cc3)ccc2O1	3.2	/
COc1ccc(C(=O)Nc2ccc3c(c2)OC[C@H](C)NC[C@H](C)[C@H](OC)CN(C)C3=O)cc1	-0.3	5.9
C[C@H]1CN([C@@H](C)CO)C(=O)c2cc(-c3ccccc3)cnc2O[C@@H]1CN(C)C(=O)Nc1ccccc1	-5.5	6.9
C[C@H](CO)N1C[C@H](C)[C@@H](CN(C)S(=O)(=O)c2ccc(F)cc2)Oc2ccc(NC(=O)Nc3ccc(C(F)(F)F)cc3)cc2CC1=O	0.1	/
C[C@@H]1CN([C@@H](C)CO)C(=O)c2cc(-c3ccccc3F)cnc2O[C@@H]1CN(C)Cc1ccccc1F	-0.2	/
C[C@H](CO)N1C[C@H](C)[C@H](CN(C)Cc2ccc(C(=O)O)cc2)OCc2cnnn2CCCC1=O	1.6	/
CC(C)CC#Cc1cnc2c(c1)C(=O)N([C@H](C)CO)C[C@@H](C)[C@@H](CN(C)C(=O)Nc1cc(F)ccc1F)O2	-3.4	-11.4
C[C@@H]1CN([C@H](C)CO)C(=O)c2cc(C3=CCCC3)cnc2O[C@@H]1CN(C)C(=O)C1CC1	-1.6	9.6
C[C@@H]1CCCCO[C@H](CN(C)C(=O)Nc2cccc3ccccc23)[C@@H](C)CN([C@@H](C)CO)C(=O)c2cc(NC(=O)Nc3ccc(F)cc3)ccc2O1	2.1	/
COc1ccc(Nc2nc(NC(C)(C)C)nc(OC)n2)c(OC)c1	0.4	7.5
COCC(=O)Nc1ccc2c(c1)OC[C@@H](C)N(C)C[C@H](C)[C@H](OC)CN(C)C2=O	-0.1	-4.4
C[C@@H]1CN([C@H](C)CO)C(=O)c2cccc(NC(=O)CCCCCC(=O)Nc3ccccc3N)c2O[C@H]1CN(C)C(=O)Nc1ccc2c(c1)OCO2	/	-11.5
C[C@@H]1CN([C@@H](C)CO)C(=O)c2cc(NS(=O)(=O)c3cccs3)ccc2O[C@@H](C)CCCCO[C@H]1CN(C)C(=O)Nc1ccc(F)cc1	3.0	/
CO[C@@H]1CN(C)C(=O)c2ccc(NC(C)=O)cc2OC[C@@H](C)N(Cc2ccncc2)C[C@H]1C	0.2	11.7
C[C@@H]1CN([C@H](C)CO)C(=O)c2cc(C#Cc3ccccc3F)cnc2O[C@@H]1CN(C)C(=O)C1CCCCC1	-0.3	-9.1
COc1ccc(NC(=O)N(C)C[C@@H]2Oc3c(NC(=O)C4CCOCC4)cccc3C(=O)N([C@H](C)CO)C[C@@H]2C)cc1	2.2	-24.8
O=C(C[C@H]1CC[C@H](NC(=O)CCN2CCCCC2)[C@H](CO)O1)Nc1nccs1	0.0	2.5
C[C@H]1CN([C@@H](C)CO)C(=O)Cc2cc(NC(=O)Cc3ccccc3)ccc2O[C@@H]1CN(C)S(=O)(=O)c1ccc(F)cc1	0.0	-4.5
CSc1nc(N)nc(SCC(=O)Nc2ccc(Cl)cc2)c1C#N	-0.3	5.6
CC(C)NC(=O)N(C)C[C@H]1Oc2c(NC(=O)Nc3ccc(C(F)(F)F)cc3)cccc2C(=O)N([C@@H](C)CO)C[C@H]1C	/	-25.3
OCc1nc2ccccc2n1CCCOc1ccc(Br)cc1	0.2	1.0
C[C@@H]1CN([C@@H](C)CO)S(=O)(=O)c2ccc(C3=CCCC3)cc2O[C@H]1CN(C)Cc1ccccn1	/	8.4
O=C(C[C@@H]1CC[C@@H](NC(=O)C2CC2)[C@H](CO)O1)Nc1ccccc1	0.2	-7.4
COc1ccc(-c2cnc3c(c2)C(=O)N([C@@H](C)CO)C[C@@H](C)[C@@H](CN(C)C(=O)C2CC2)O3)cc1	/	-6.6
CC(=O)Nc1ccccc1NC(=O)COc1cc(Cl)c(Cl)cc1Cl	-0.3	0.6
C[C@H](CO)N1C[C@H](C)[C@@H](CN(C)Cc2ccc3c(c2)OCO3)Oc2ccc(N(C)C)cc2C1=O	-1.4	1.7

# Two of these compounds, reformatted:
> CC(=O)Nc1ccccc1NC(=O)COc1cc(Cl)c(Cl)cc1Cl
  IDH1 mut inh: -0.3
  EZH2 inh: 0.6
> C[C@H](CO)N1C[C@H](C)[C@@H](CN(C)Cc2ccc3c(c2)OCO3)Oc2ccc(N(C)C)cc2C1=O
  IDH1 mut inh: -1.4
  EZH2 inh: 1.7
